12-LOX inh – Primary qHTS assay for inhibitors of human arachidonate 12S-lipoxygenase (ALOX12): Round 2 | Polyunsaturated fatty acid lipoxygenase ALOX12 (Homo sapiens), P18054 | 1.1% of 580,000 active | Potency, µM (doses to about 108 µM), without a hit: at the highest dose activity change, negative = inhibition, hits mostly inhibitors | purified 12hLO, xylenol orange hydroperoxide absorbance; note: % is set by controls: 0 for no effect and ±100 for the full control effect
Target sequence (P18054 whole entry, looked up): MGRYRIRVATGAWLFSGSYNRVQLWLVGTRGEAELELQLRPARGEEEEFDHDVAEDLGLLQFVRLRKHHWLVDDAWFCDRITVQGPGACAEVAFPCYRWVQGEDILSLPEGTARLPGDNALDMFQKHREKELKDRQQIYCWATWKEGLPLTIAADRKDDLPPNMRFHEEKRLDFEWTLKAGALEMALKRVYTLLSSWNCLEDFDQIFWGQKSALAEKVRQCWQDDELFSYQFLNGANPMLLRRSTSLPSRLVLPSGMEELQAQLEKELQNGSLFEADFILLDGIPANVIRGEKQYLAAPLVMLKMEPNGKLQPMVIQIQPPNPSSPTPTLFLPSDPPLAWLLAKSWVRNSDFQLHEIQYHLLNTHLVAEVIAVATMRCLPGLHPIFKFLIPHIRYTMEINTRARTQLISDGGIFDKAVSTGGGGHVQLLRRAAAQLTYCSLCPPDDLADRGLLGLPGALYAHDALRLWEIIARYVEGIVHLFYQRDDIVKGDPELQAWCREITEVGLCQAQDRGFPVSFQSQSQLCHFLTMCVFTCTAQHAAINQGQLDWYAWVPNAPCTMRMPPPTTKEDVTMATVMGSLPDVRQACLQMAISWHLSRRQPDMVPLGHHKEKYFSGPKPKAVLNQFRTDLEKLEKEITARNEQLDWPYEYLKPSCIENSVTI
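Hydroperoxide product was detected by ferrous iron/xylenol orange as the 573 to 405 nm absorbance ratio. Arachidonic acid at 40 uM (final) was turned over for 30 min at room temperature by 150 nM human 12hLO, pH 7.0 Hepes buffer, after 15 min compound preincubation.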
mIDH1 inhibitor – qHTS for Inhibitors of mutant isocitrate dehydrogenase 1 (IDH1): qHTS; IDH1-R132H enzyme, NADPH consumption, diaphorase/resazurin fluorescence; AID 602179, 2012; Potency, µM (highest dose often 76.6 µM), for the others: top-dose activity change, negative = inhibition, usual class: inhibitors; 0.093% of 390,000 active; note: % is set by controls: 0 for no effect and ±100 for the full control effect; nearly all actives have a fitted effect of over 65% in size
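IDH1-R132H (0.5 ug/mL dispensed) in pH 7.5 Tris buffer was preincubated 30 min with compound, then given a substrate mix of 0.016 mM NADPH and 2 mM alpha-KG for 80 min at room temperature; remaining NADPH was read by diaphorase/resazurin fluorescence.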
Vif-A3G inh – qHTS for Inhibitors of Vif-A3G Interactions: qHTS; DNA dC->dU-editing enzyme APOBEC-3G (Homo sapiens), Q9HC16; HeLa A3G-eYFP + Vif (tagged APOBEC3G with the HIV-1 protein that degrades it), YFP fluorescence, overnight; Potency, µM (highest dose often 46.1 µM), inactives show at the highest dose activity, negative = active, actives largely listed as inhibitors; 0.076% of 410,000 active; AID 602310, 2012;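 note: % is set by controls: 0 for no effect and ±100 for the full control effect; nearly all actives have a fitted effect of over 60% in size; hits raise eYFP signal because A3G escapes Vif-driven loss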
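HeLa cells stably expressing Vif and C-terminally eYFP-tagged A3G, seeded overnight at 37 deg C, then exposed to compound by pintool overnight at 37 deg C. Rise in yellow fluorescence (Ex 488/Em 500-530, Acumen) marks blocked Vif-driven A3G degradation.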
RGS4 inhibitor – Inhibitors of Regulator of G Protein Signaling (RGS) 4: qHTS; Regulator of G-protein signaling 4 (Homo sapiens), P49798; Transcreener GDP fluorescence polarization, RGS4-accelerated GTP hydrolysis; Potency, µM (titrated, usually from 114 µM), for inactives: at the highest dose activity change, negative = inhibition, most hits filed as inhibitors; 0.039% of 390,000 active; AID 504845, 2011; note: % is set by controls: 0 for no effect and ±100 for the full control effect; nearly all actives have a fitted effect of over 75% in size; some results filed as inactive show a strong effect at the top dose
Target sequence (P49798 whole entry, looked up): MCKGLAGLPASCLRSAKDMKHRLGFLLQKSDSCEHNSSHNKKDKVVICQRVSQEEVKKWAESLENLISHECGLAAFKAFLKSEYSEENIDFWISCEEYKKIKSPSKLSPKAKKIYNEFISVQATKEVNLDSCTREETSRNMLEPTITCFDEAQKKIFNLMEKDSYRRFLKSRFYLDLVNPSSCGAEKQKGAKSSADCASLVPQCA
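MLSMR compounds (23 nl, pin-transferred) preincubated 10 min at room temperature with a 500nM (2x) first reagent, then RGS4 at 900nM (2x) plus Transcreener GDP mix added; fluorescence polarization (620/688 nm) read before and after 90 min at 30 °C.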
RXFP1 agonist – qHTS Assay for Agonists of the Relaxin Receptor RXFP1. Relaxin receptor 1 (Homo sapiens), Q9HBX9. HEK293T-RXFP1 cAMP TR-FRET, 30 min; response scale: percent of porcine relaxin response, buffer zero. Potency, µM (highest dose often 57.5 µM), for the others: at the top dose activation, usual class: activators. 0.3% of 370,000 active. AID 2676, 2010; note: % is set by controls: 0 for no effect and ±100 for the full control effect; nearly all actives have a fitted effect of over 60% in size; many of its hits are not listed in these tables
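HEK293 cells stably expressing RXFP1, treated 30 min at 37C with compounds plus PDE4 inhibitor Ro 20174; cAMP measured by HTRF TR-FRET. Normalized to buffer and 29 nM porcine relaxin; EC50 by Hill fit.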
TrxR1 inh – qHTS Assay for Inhibitors of Mammalian Selenoprotein Thioredoxin Reductase 1 (TrxR1): qHTS. 1% of 390,000 active. recombinant rTrxR1, NADPH fluorescence consumption, selenite substrate. Potency, µM (top dose mostly 114 µM), for the others: at the top dose activity change, negative = inhibition, most hits filed as inhibitors; note: % is set by controls: 0 for no effect and ±100 for the full control effect; nearly all actives have a fitted effect of over 65% in size
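Rat TrxR1 (90 nM in the dispensed reagent) was pre-reduced with 400 uM NADPH for 5 min at room temperature, then incubated with compound for 15 min. After 400 uM selenite was added, NADPH fluorescence (Ex 340/Em 450 nm) was followed for 8 min.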
USP1 inh – Inhibitors of USP1/UAF1: Primary Screen; recombinant USP1/UAF1, Ub-Rhodamine cleavage fluorescence; Potency, µM (top dose mostly 57.1 µM), for inactives: top-dose activity change, negative = inhibition, hits mostly inhibitors; 0.23% of 390,000 active; AID 743255, 2014; note: % is set by controls: 0 for no effect and ±100 for the full control effect; nearly all actives have a fitted effect of over 60% in size; inactives centre near -12
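High-throughput fluorogenic screen: 1nM USP1/UAF1 complex, Ub-Rho substrate 150nM final, 50mM HEPES pH 7.8 with 0.5mM EDTA, 0.1 mg/ml BSA, 1mM TCEP and 0.01% Tween-20.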
TrxR1 substrate – qHTS Assay for Substrates of Mammalian Selenoprotein Thioredoxin Reductase 1 (TrxR1): qHTS; Thioredoxin reductase 1, cytoplasmic (Rattus norvegicus), O89049; purified TrxR1 substrate turnover, NADPH consumption readout; Potency, µM (top dose mostly 114 µM), for inactives: top-dose activity change, negative = substrate turnover; 0.01% of 390,000 active; note: % is set by controls: 0 for no effect and ±100 for the full control effect; nearly all actives have a fitted effect of over 50% in size
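Rat TrxR1, dispensed at 90 nM, was prereduced with 400 uM NADPH (final) for 5 min at ~22 deg C, then incubated with compound 15 min before 400 uM selenite. A first-read NADPH fluorescence drop versus no-compound background flagged substrates.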
Vif-APOBEC3F blk – qHTS for Inhibitors of Vif-A3F Interactions: qHTS; HeLa A3F-eYFP + Vif (tagged APOBEC3F with the HIV-1 protein that degrades it), YFP fluorescence increase; Potency, µM (top dose mostly 46.1 µM), for inactives: top-dose activity, negative = active; 0.2% of 390,000 active; note: % of control where 0% means no effect; nearly all actives have a fitted effect of over 65% in size
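HeLa cells stably expressing A3F-eYFP plus Vif, plated and incubated overnight at 37 deg C, then exposed to compounds overnight at 37 deg C. Blocked degradation read as raised yellow fluorescence (Ex 488/Em 500-530).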
An asterisk follows results filed as active; ? = inconclusive; . = no result given; & = joins results of further samples; [ ] = dose if it differs, or a comment. Calls come from the whole dose curve; as a rule, active = well fitted curve in the direction sought with a large enough effect; inconclusive = small, poorly fitted or top-dose-only effect, or another doubt; inactive = no such curve, though single readings can be large; an effect the other way counts as inactive or inconclusive. Potency is the fitted concentration of half-maximal effect. The list is partial; rates above refer to the full screens.

structure | 12-LOX inh | mIDH1 inhibitor | Vif-A3G inh | RGS4 inhibitor | RXFP1 agonist | TrxR1 inh | USP1 inh | TrxR1 substrate | Vif-APOBEC3F blk
O=C(Cc1ccccc1)NC(Nc1cccc2ccccc12)C(Cl)(Cl)Cl (stereo not given) | ? | 12% | -3% | -2%[11.4 µM] | 0.1% | 9%[57.1 µM] | -11% | -6% | 1%
CCN1C(=O)c2ccccc2S(=O)c2ccc(C(=O)N3CCN(c4ccccc4)CC3)cc21 (stereo not given) | -2% | -2% | -6% | -4% | 1.3% | -6% | -13% | -2% | -14%
CSc1ccc(CNC(=O)CN2C(=O)C3CCCCN3c3ccc(C(=O)N4CCCC4)cc32)cc1 (stereo not given) | -1% | 13% | 2% | 8% | 3.1% | 11%[57.1 µM] | -5% | -3%[57.1 µM] | -4%
COc1cc2c(cc1OC)C(C)N(S(=O)(=O)c1ccc(Cl)nc1)CC2 (stereo not given) | 0% | -2% | 0% | 11% | 0.8% | 7% | 4% | 13% | 6%
Cc1cccc(C(=O)OCC(=O)NCC2COc3ccccc3O2)c1 (stereo not given) | -9% | 4% | 1% | 4% | -0.8% | -1% | -12% | -7% | -4%
Cc1cc(NS(=O)(=O)c2ccc(NC(=O)C(C(C)C)N3C(=O)c4ccccc4C3=O)cc2)nc(C)n1 (stereo not given) | -10% | -4% | 0% | 3% | 1.8% | 0% | -24% | -12% | 2%
COc1cccc(Cn2c(NCc3ccco3)nc3c2c(=O)n(C)c(=O)n3C)c1 | -1% | 1% | -1% | -21% | 4.2% | -8% | -9% | -7% | 1%
Cn1c(-c2ccccc2)cnc1N | -18% | 7% | 2% | -51% | 1.0% | 21% | -7% | 12% | .
Cc1ccc(Cl)cc1NC1=NC(=S)N(C(C)C)C12CCCCC2 | 0% | 2% | 1% | -2% | -0.6% | 8% | -11% | -5% | -2%
CC(=O)Oc1ccc2nc(CN3C(=O)c4ccc([N+](=O)[O-])cc4C3=O)oc(=O)c2c1 | -5% | -9% | 3% | -4% | -0.8% | 4%[57.1 µM] | -12% | -3%[57.1 µM] | -3%
CN(c1ccccc1)S(=O)(=O)c1ccc(Cl)c(C(=O)OCC(=O)N2CCOCC2)c1 | -17% | 13% | 1% | 3% | -0.4% | 17%[57.1 µM] | -18% | 11%[57.1 µM] | 7%
COc1ccc(CNC(=O)CCC(=O)Nc2nnc(CC(C)C)s2)cc1 | 12% | 4% | -1% | 23% | -0.5% | 24%[57.1 µM] | -1% | 7%[57.1 µM] | 5%
CN(C)c1nc(NNC(=O)c2ccccc2)nc(N(C)C)n1 | -1% | 2% | 1% | -10% | . | 0%[11.4 µM] | 0% | 13%[57.1 µM] | 1%
NC(=O)CN1CCN(c2cccc(Cl)c2)CC1 | 0% | 0% | -4% | -34% | -0.4% | 19% | -14% | 7% | 4%
CCOc1ccc(S(=O)(=O)NCCC(=O)N2CCCCCCC2)cc1 | 19% | 3% | 2% | -3% | -0.2% | 26% | -13% | 12% | 7%
Cc1nnc(-c2ccccc2)c[n+]1[O-] | 2% | 4% | 1% | 12% | 1.9% | -7%[57.1 µM] | 5% | -7%[57.1 µM] | -8%
O=C(/C=C/c1ccc(Cl)cc1)NCCSc1ccccc1 | 0% | -2% | 0% | -39% | -0.4% | -4% | -12% | -5% | 0%
CN(/C=C1/C(=O)CNC1=O)CCO | -14% | -4% | -4% | ? | -0.3% | 16%[57.1 µM] | -6% | 4%[57.1 µM] | 10%
Cc1cccc(-c2nnc(SCC(=O)Nc3cc(C)on3)n2C)c1 | -25%&-1% | 0% | -6% | 25% | -0.6% | 12% | -15% | -1% | -2%
O=C(NCCCc1ccccc1)c1ccc(CS(=O)Cc2ccc(Cl)cc2)o1 (stereo not given) | -18% | 13% | 1% | 2% | -1.0% | 21% | -8% | 0% | 1%
CS(=O)(=O)Nc1ccccc1N=C(c1ccccc1)c1ccccc1 | 5% | -6% | 0% | 7% | -0.3% | 8% | -24% | -5% | 4%
COCCCN1C(=O)/C(=C/c2ccc(CNS(=O)(=O)c3ccccc3)o2)C(C(=O)OC)=C1C | -11% | 9% | -8% | -31% | -0.3% | -15%[57.1 µM] | -21% | 5%[57.1 µM] | -3%
COc1ccccc1C/C(N)=N/OC(=O)COc1cc(C)cc(C)c1C | -1% | -4% | -13% | 35% | -0.8% | 18% | -3% | -1% | -12%
CCn1c(SCC(=O)Nc2cccc(C)n2)nnc1-c1ccco1 | 3% | 12% | 3% | -8% | 0.9% | ? | -3% | -8% | 0%
COc1ccc(C(=O)O)cc1S(=O)(=O)NCCc1ccccn1 | -22% | 3% | -1% | 2% | -4.7% | 11% | -9% | -3% | -1%
CC(C)OP(=O)(OC(C)C)C(Nc1ccccc1)c1ccccc1C(F)(F)F (stereo not given) | -7% | 4% | 0% | 10% | -0.4% | 1% | -12% | -8% | -3%
O=C(Cn1cnc2c(NCc3ccccc3)ncnc21)NCCc1cc2ccccc2[nH]1 | -2% | -3% | -14% | 17% | . | 19% | -5% | 1% | -5%
O=C(OCc1csc(-c2ccccc2)n1)c1ccccc1O | -13% | 4% | -2% | -8% | 2.1% | 17%[57.1 µM] | -15% | 11%[57.1 µM] | -8%
CCCS(=O)(=O)NCCc1sc2nc(-c3ccc(F)cc3)nn2c1C | 10% | 10% | 3% | 4% | 2.3% | 14%[57.1 µM] | -16% | 2%[57.1 µM] | 1%
COc1cc2c(cc1OC)C(c1ccccc1C)CC(=O)N2 (stereo not given) | -5% | -14% | -3% | 15% | 2.9% | 5% | -13% | 1% | -1%
CCNC(=S)NCCN1CCCCC1 | 0% | 9% | 1% | -35% | 0.1% | -6% | -11% | -2% | -5%
Oc1cccc(Nc2nc(O)c(/C=C3\C=Nc4ccccc43)s2)c1 | -14% | -5% | 4.5µM* | 23%[11.4 µM] | 1.1% | 24% | -11% | 2% | 11µM*
Cn1c(CC(=O)NNC(=O)c2cccnc2)nc2ccccc21 | -8% | -1% | 2% | 26% | -1.1% | 6% | -5% | -5% | 0%
COc1cccc2cc(C(=O)Nc3ccccc3C)/c(=N/NS(=O)(=O)c3ccccc3)oc12 | 6% | -3% | -6% | 0%[56.9 µM] | 5.3% | 20%[57.1 µM] | -19% | 6%[57.1 µM] | 4%
COc1ccc(-c2cc(C(=O)NCCc3ccccc3)c3c(-c4ccc(Cl)cc4)[nH]nc3n2)cc1 | -32% | 0% | -2% | -7% | 2.8% | 19%[57.1 µM] | -21% | 20%[57.1 µM] | ?
CCOCCCNC(=O)C(=O)NCCCOCC | -17% | 14% | -1% | 19% | 0.3% | -7%[57.1 µM] | 4% | 0%[57.1 µM] | -5%

Single records, from the list above.
Shown for CCNC(=S)NCCN1CCCCC1 = 12-LOX inh = 0%; mIDH1 inhibitor = 9%; Vif-A3G inh = 1%; RGS4 inhibitor = -35%; RXFP1 agonist = 0.1%; TrxR1 inh = -6%; USP1 inh = -11%; TrxR1 substrate = -2%; Vif-APOBEC3F blk = -5%
Shown for O=C(Cn1cnc2c(NCc3ccccc3)ncnc21)NCCc1cc2ccccc2[nH]1 = 12-LOX inh = -2%; mIDH1 inhibitor = -3%; Vif-A3G inh = -14%; RGS4 inhibitor = 17%; RXFP1 agonist = .; TrxR1 inh = 19%; USP1 inh = -5%; TrxR1 substrate = 1%; Vif-APOBEC3F blk = -5%

Of the compounds above, these contain an aryl thioether with sulfur outside any ring:
structure | 12-LOX inh | mIDH1 inhibitor | Vif-A3G inh | RGS4 inhibitor | RXFP1 agonist | TrxR1 inh | USP1 inh | TrxR1 substrate | Vif-APOBEC3F blk
CSc1ccc(CNC(=O)CN2C(=O)C3CCCCN3c3ccc(C(=O)N4CCCC4)cc32)cc1 (stereo not given) | -1% | 13% | 2% | 8% | 3.1% | 11%[57.1 µM] | -5% | -3%[57.1 µM] | -4%
O=C(/C=C/c1ccc(Cl)cc1)NCCSc1ccccc1 | 0% | -2% | 0% | -39% | -0.4% | -4% | -12% | -5% | 0%
Cc1cccc(-c2nnc(SCC(=O)Nc3cc(C)on3)n2C)c1 | -25%&-1% | 0% | -6% | 25% | -0.6% | 12% | -15% | -1% | -2%
CCn1c(SCC(=O)Nc2cccc(C)n2)nnc1-c1ccco1 | 3% | 12% | 3% | -8% | 0.9% | ? | -3% | -8% | 0%
